Screens from PubChem BioAssay.
IDE cell activ: boosts human insulin-degrading enzyme activity in HEK cells; FAbeta-B cleavage, fluorescence polarization; 0% vehicle, 100% cell-free pure enzyme wells; activation, % at 5.96 µM; P14735; 0.073% of 340,000 active;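 active means activation above the mean of all tested compounds plus 3 SD, set per screening campaign, cut at about 17% in these data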
CRFR2-BP ag: CRF-BP/CRF-R2 complex agonism; HEK293 CRF-R2/CRF-BP, calcium dye fluorescence (FLIPR); percent of saturating CRF peptide response; activation, % at 13.2 µM; 0.46% of 350,000 active; AID 588473;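 active means activation of at least 50%, plus an integration ratio under a set limit after plate pattern correction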;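 further: plate controls were neutral control wells without compound for no effect and CRF at EC100 for full effect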
IDE cell inh: inhibits human insulin-degrading enzyme in HEK cells; P14735; FAbetaB cleavage, fluorescence polarization; inhibition, % at 5.59 µM; 0.41% of 320,000 active; AID 434962;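 active means percent inhibition above the average of all tested compounds plus 3 SD, set per screening campaign, cut at about 16% in these data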;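 further: IDE supplied by intact live HEK cells; FP after avidin binding of uncleaved biotin substrate so inhibition keeps polarization high; 0% = DMSO wells and 100% = 60 µM reference IDE inhibitor Ii1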
GalR3 antag: human GalR3 antagonism. O60755. HEK293 GalR3-CNG cAMP membrane potential fluorescence; galR3 body fused to GalR1 C-terminus. inhibition, % at 3 µM. 0.44% of 360,000 active;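 active means inhibition above the screen-wide average plus 3 SD, cut at about 13% in these data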;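 further: forskolin and galanin both at EC90 stimulate the cells; cAMP rise reported by CNG channel membrane potential dye signal; 0% = forskolin plus galanin with DMSO and 100% = forskolin alone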
Target sequence (O60755 1-299 limits assumed): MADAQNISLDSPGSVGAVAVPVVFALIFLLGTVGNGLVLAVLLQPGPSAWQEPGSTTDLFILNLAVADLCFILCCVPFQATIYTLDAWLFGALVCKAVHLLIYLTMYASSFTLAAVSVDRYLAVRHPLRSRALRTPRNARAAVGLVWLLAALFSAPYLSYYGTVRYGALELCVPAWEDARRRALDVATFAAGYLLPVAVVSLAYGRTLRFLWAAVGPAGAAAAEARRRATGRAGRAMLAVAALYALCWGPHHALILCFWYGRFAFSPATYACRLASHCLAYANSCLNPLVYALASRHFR
p-CIP stab down: lowers stability of the mouse p/CIP coactivator protein. decrease of EGFP signal, % at 10 µM. F442A p/CIP-EGFP cells, EGFP fluorescence, 16 h. AID 1984. 0.01% of 290,000 active. Q05BA5;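 active means EGFP signal decrease of at least 30% at 10 µM or well 3 SD below plate mean, unless failing retest; inactive means the rest, including hits failing retest or dose response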; further: some compounds called inactive have numbers as strong as hits; many of its hits are not listed in these tables
MEKK3 PB1 HTS: MEKK3-MEK5 PB1 interaction, increase or decrease; Q99759; bead-based flow cytometry, Alexa488-MEK5 binding to MEKK3; actives lie on both sides; 0 = blocked by unlabeled MEK5, 100 = vehicle; binding response (% of control), % at 10 µM; 1.4% of 290,000 active;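 active means binding response more than 3 SD above or below the average of its plate-row segment, actives on both sides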;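 further: Alexa488 bead fluorescence after subtracting the streptavidin-only scavenger bead signal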
CRFR2-BP antag: antagonists of CRF-binding protein/CRF-R2 receptor complex; HEK293 CRF-R2/CRF-BP, CRF-induced calcium fluorescence; inhibition, % at 11.8 µM; 0.59% of 350,000 active; AID 588475;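 active means inhibition of the ligand-induced calcium signal above about 50% at the single tested concentration, limit read from the data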
M4 PAM: potentiates acetylcholine response at human M4 receptor. P08173. CHO-K1 hM4/Gqi5, Fluo-8 calcium fluorescence, ACh EC20; 0% = ACh EC20, 100% = maximal ACh. activation, % at 3 µM. 0.4% of 360,000 active. AID 624126;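 active means activation above its plate's cutoff, the mean activation of sample wells plus 3 SD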; further: some results filed as inactive read as strong as hits
Target sequence (P08173 whole entry, looked up): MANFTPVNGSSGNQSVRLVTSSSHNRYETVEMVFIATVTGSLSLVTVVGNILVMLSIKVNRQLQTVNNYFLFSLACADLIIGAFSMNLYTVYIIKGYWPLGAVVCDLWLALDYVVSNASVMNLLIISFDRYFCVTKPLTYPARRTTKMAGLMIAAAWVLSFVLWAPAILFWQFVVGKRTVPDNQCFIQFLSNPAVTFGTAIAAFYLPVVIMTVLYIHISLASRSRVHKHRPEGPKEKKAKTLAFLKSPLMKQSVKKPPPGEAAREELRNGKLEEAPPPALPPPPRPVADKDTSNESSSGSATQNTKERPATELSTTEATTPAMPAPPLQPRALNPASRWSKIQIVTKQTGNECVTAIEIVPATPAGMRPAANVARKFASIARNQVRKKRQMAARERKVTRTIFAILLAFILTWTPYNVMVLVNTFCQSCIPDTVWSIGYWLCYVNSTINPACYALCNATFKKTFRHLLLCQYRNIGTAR
PHOSPHO1 inh: blocks human PHOSPHO1 phosphatase activity; Q8TCT1; recombinant PHOSPHO1, absorbance phosphatase assay; inhibition, % at 13.3 µM; 1.1% of 290,000 active; AID 1565; in the data active means inhibition above about 60%
* = called active by the depositor; . = not tested or not shown.

Each structure is followed by: IDE cell activ, CRFR2-BP ag, IDE cell inh, GalR3 antag, p-CIP stab down, MEKK3 PB1 HTS, CRFR2-BP antag, M4 PAM, PHOSPHO1 inh
- Cc1ccc(-n2c(SCc3ccc(C(=O)O)cc3)nnc2-c2ccncc2)cc1
    2.8, -2.9, 5.8, -4.7, -8.5, 95.0, -2.9, 5.6, 44.1
- CC(C(=O)O)c1cccc(Oc2ccccc2)c1 (configuration not stated)
    0.0, 1.7, ., 0.6, ., ., 1.8, -0.3, .
- CCOC(=O)C1=C(N)OC2=C(C(=O)CC(C)(C)C2)C1c1cccs1 (configuration not stated)
    -1.7, -1.4, 2.1, -5.5, -4.7, 105.0, -0.6, -0.9, 2.5
- COc1ccccc1OCc1ccc(C(=O)NCC(C)C)o1
    4.1, 0.0, -1.2, -7.3, -8.1, 98.0, -7.2, 8.6, 32.5
- COc1ccccc1N(CC(=O)NC(C)(C)C)C(=O)Cn1nnc(-c2ccc(C)o2)n1
    1.3, -1.0, 2.0, 0.0, 7.3, 97.0, 7.4, 0.2, 11.4
- COc1ccc(N2CC(C(=O)N[C@@H](C)C(=O)NC3CCCCC3)CC2=O)cc1 (some centres not stated)
    0.8, -0.8, 0.6, -3.2, -9.3, 102.0, 10.1, 4.2, 27.9
- CSCCC(NC(=O)c1ccoc1C)C(=O)O (configuration not stated)
    1.0, -0.6, 1.7, -4.3, 5.4, 100.0, -6.2, -0.8, 13.9
- CC1(C)CC(=O)c2cc(OCC(=O)O)ccc2O1
    2.5, -0.7, -2.2, -4.6, -1.5, 101.0, -6.0, 4.7, 15.5
- O=S(=O)(NC1CCCCCCC1)c1cccs1
    2.1, -1.2, 6.3, 1.1, -13.4, 103.0, 13.8, -2.6, -0.2
- Nc1ccc2nc(CCCCCCCCc3nc4ccc(N)cc4[nH]3)[nH]c2c1
    6.6, 1.2, -1.1, -1.0, 15.7, 107.0, -8.8, -16.3, 4.2
- CC1(C)CC(=O)C(/C=N/n2cnc3ccccc3c2=O)=C(O)C1
    0.0, -0.2, 0.4, -1.9, -4.6, 98.0, -11.1, 1.1, -7.4
- O=C(Nc1ccc(S(=O)(=O)Nc2ncccn2)cc1)c1cccc([N+](=O)[O-])c1
    ., -1.9, ., -6.2, ., ., 7.2, -0.3, .
- COc1cc(C(=O)COC(=O)C2CCN(c3ccc(C(F)(F)F)cn3)CC2)ccc1OC(F)F
    -1.0, 3.9, -0.7, -6.3, ., ., 7.7, -13.4, .
- CCC(CC)C(=O)NCc1ccc2c(c1)cc(C)n2C
    4.8, 2.3, 0.6, -3.2, -4.2, 104.0, 8.2, -5.7, 52.4
- CCc1c(C)c2c(C)[nH]nc2oc1=O
    -1.5, -0.5, 6.4, -2.7, -23.7, 85.0, 7.1, 18.7, 31.5
- COc1cc(C2NC(=O)NC(O)(C(F)(F)F)C2C(C)=O)cc(OC)c1OC (configuration not stated)
    -5.1, -2.7, -0.1, 1.0, -7.6, ., 15.2, 4.9, 23.5
- O=C(Nc1ccc(F)cc1)Nc1ccc(N2CCCC2)c(S(=O)(=O)Nc2ccccc2Cl)c1
    4.9, -0.6, 8.8, -7.2, 0.6, 106.0, -6.8, -12.0, -7.8
- COc1cccc(-c2nnn(CC(=O)Nc3ccc(C)cc3C)n2)c1OC
    -5.2, -1.0, -0.2, -2.8, -10.3, 92.0, 18.6, 8.1, 10.7
- NS(=O)(=O)c1cccc2c1c([N+](=O)[O-])cc1nc(O)c(O)nc12
    7.2, 0.2, -1.8, -1.5, ., ., -11.8, 9.7, .
- CCCCCC(=O)Nc1ccc(C(=O)CN2C(=O)NC3(CCCCCC3)C2=O)cc1
    6.3, 2.0, 1.9, -2.6, ., ., -26.2, 5.5, .
- Cc1ccc(-c2nnc(COC(=O)c3cccs3)o2)cc1
    -0.3, 1.1, -5.8, -1.0, 6.3, 102.0, -1.0, -0.5, .
- Cc1ccc(OCC(=O)N(Cc2nnc(-c3ccccc3Cl)o2)C2CC2)cc1C
    -0.3, 1.5, -1.4, -5.6, ., ., -7.2, -1.2, .
- Cc1nn2c(N)c(-c3ccccc3)cnc2c1-c1ccccc1
    1.1, -0.5, -1.8, -10.9, -1.8, 90.0, 0.2, 1.0, 29.0
- NC(=O)c1nsc(C(=O)N(c2ccc3c(c2)OCCO3)C(C(=O)NCC2CCCO2)c2ccc(F)cc2)c1N (configuration not stated)
    3.1, 1.5, 4.5, -10.2, -17.7, 101.0, -9.8, -3.7, -155.3
- O=C(/C=C/c1ccccc1)NC(=S)Nc1ccc(N2CCOCC2)c(Cl)c1
    5.8, -1.0, 2.5, -3.3, -8.8, ., -30.5, -5.5, 22.9
- COc1cc2c(cc1OC)C(c1ccc(Br)cc1)NC(=O)C2 (configuration not stated)
    8.3, -1.1, ., -6.5, -4.2, 103.0, -11.8, 3.2, 44.7
- COc1ccc(-c2cc(C(=O)N3CC4(C)CC3CC(C)(C)C4)no2)cc1OC (configuration not stated)
    5.7, 4.9, -2.5, -6.7, -10.0, 105.0, -3.8, 11.2, 6.2
- CC(/C=N/NC(=O)c1ccncc1)=C\c1ccccc1
    -1.9, 0.2, 1.3, 0.8, 7.6, 118.0, -0.9, 4.2, 27.0
- CNC(=S)N1CCN=C1Nc1nc(C)cc(C)n1
    1.8, -3.7, 1.1, -7.4, 23.2, 100.0, -1.1, 2.5, 26.0
- O=C(OCC(=O)N1CCOCC1)C(c1ccccc1)c1ccccc1
    3.8, -1.3, ., 0.9, 5.5, 99.0, -9.9, -1.8, -1.5

Next part
| SMILES | IDE cell activ | CRFR2-BP ag | IDE cell inh | GalR3 antag | p-CIP stab down | MEKK3 PB1 HTS | CRFR2-BP antag | M4 PAM | PHOSPHO1 inh |
| --- | --- | --- | --- | --- | --- | --- | --- | --- | --- |
| CC(=Nc1ccccc1)C1=C(O)CCCC1=O | 2.1 | -1.5 | 2.4 | -2.4 | -17.5 | 136.0* | -21.7 | -2.4 | 5.9 |
| O=C(CC1SC(=Nc2ccccc2)N(CCCCO)C1=O)NCc1ccccc1 (configuration not stated) | 8.6 | -2.3 | -2.0 | -1.2 | -5.7 | 100.0 | -2.4 | -0.1 | 6.4 |
| CN(Cc1ccccc1F)C(=O)COc1ccc(C(=O)c2ccccc2)cc1 | 2.8 | 0.7 | 2.1 | -8.3 | -12.9 | 99.0 | 16.7 | -2.6 | 40.5 |
| CCOC(=O)c1ccc2c(c1)nc(COc1ccc3ccccc3c1)n2CC | 5.4 | 3.0 | 3.3 | -3.5 | 9.9 | 99.0 | 3.9 | 0.7 | 13.0 |
| CN(Cc1cccnc1)C(=O)c1ccc2nc(Cc3ccccc3F)oc2c1 | -4.2 | 4.5 | 8.7 | 1.8 | 7.9 | 102.0 | -9.3 | -2.4 | -69.4 |
| CCCCNC(=S)N(CCO)Cc1cc2cc3c(cc2[nH]c1=O)OCCO3 | 2.6 | 0.7 | 1.2 | -9.9 | -1.3 | 110.0 | -8.0 | 0.1 | 13.8 |
| COC(=O)c1ccccc1NC(=O)N1c2ccccc2Sc2ccccc21 | 2.3 | 0.9 | 6.1 | 4.4 | 8.8 | 92.0 | -7.6 | -10.2 | -14.7 |
| Cc1ccc(S(=O)(=O)Nc2c(C)n(C)n(-c3ccccc3)c2=O)cc1C(=O)OC(C)C(=O)c1ccccc1 (configuration not stated) | -2.4 | -1.6 | . | -3.2 | . | . | 4.4 | 1.3 | . |
| CN1C(=O)C(C)(C)c2cc(S(=O)(=O)N3CCCC(C(=O)Nc4ccc(Cl)cc4)C3)ccc21 (configuration not stated) | 5.9 | 3.8 | 1.9 | 17.8* | 5.5 | 103.0 | -26.2 | -9.4 | 20.2 |
| Cc1ccc(N2C(=O)C3C4C=CC(CNC(=S)N5CCN(c6cccc(C)c6)C(C)C5)(O4)C3C2=O)cc1 (configuration not stated) | -6.8 | 2.7 | 7.1 | -5.0 | 1.3 | 99.0 | 3.2 | 21.8 | -22.7 |
| C[C@H]1CN([C@@H](C)CO)S(=O)(=O)c2ccc(Br)cc2O[C@H]1CN(C)C(=O)c1cccnc1 | . | 0.1 | . | -5.9 | . | . | -3.3 | 2.3 | . |
| CSc1ccc(CNC(C)(C)CO)cc1 | 1.3 | 1.1 | -5.4 | -4.5 | -3.0 | 107.0 | 3.3 | -9.3 | 39.4 |
| CCCCCC(=O)c1c(C)[nH]c(C(=O)OCC)c1C | 0.7 | -7.5 | 5.1 | -4.3 | 0.4 | 94.0 | -41.3 | 19.7 | 4.7 |
| COc1cccc(N2C(=O)CN(Cc3ccccc3)C2=S)c1 | -2.0 | -2.4 | -2.0 | -2.2 | -16.3 | 103.0 | -22.8 | -0.3 | 27.0 |
| COc1cc(/C=C2/NC(=O)NC2=O)cc(Br)c1OCc1ccc(C(=O)O)cc1 | 2.5 | 2.8 | 2.0 | 1.1 | -0.2 | 102.0 | -0.6 | 13.2 | -20.0 |
| O=C(O)c1ccccc1C(=O)NNc1cccc(Cl)n1 | 4.5 | 0.2 | -1.5 | -5.2 | -6.6 | 100.0 | 4.5 | 4.1 | -7.7 |
| CCOC(=O)N1CCN(C(=O)Cn2ccc3ccccc3c2=O)CC1 | -0.1 | 0.7 | 2.2 | -4.7 | -2.6 | 95.0 | 12.7 | 1.0 | -0.3 |
| CCOC(=O)c1c(C)[nH]c(C)c1S(=O)(=O)NC(C)Cc1ccco1 (configuration not stated) | 4.9 | 0.2 | -7.3 | -1.3 | -6.8 | 104.0 | -9.7 | 3.2 | 43.7 |
| O=C(CN1C(=O)c2ccccc2C1=O)N1CCN(C(=O)c2ccco2)CC1 | 4.9 | 3.7 | -1.5 | -6.0 | 10.7 | 101.0 | 5.7 | 3.3 | -7.4 |
| Cc1ccccc1C(=O)NC1CCN(C(=O)NC2CCCCC2)CC1 | 1.0 | -1.2 | 3.5 | -5.1 | -9.3 | 108.0 | 10.5 | 3.7 | 2.3 |
| Cc1cc(OCC(=O)NCC2CCC(C(=O)O)CC2)c2c(C)cc(=O)oc2c1 (configuration not stated) | 2.8 | -1.4 | -0.1 | -5.9 | 7.5 | 102.0 | 1.8 | 1.1 | 33.8 |
| CC(C)(C)c1nnc(SCC(=O)c2ccccc2)n(N)c1=O | -4.4 | 1.7 | 7.7 | 4.0 | -7.3 | 108.0 | -1.4 | -3.8 | -20.2 |
